# PV pol inh: inhibitors of poliovirus RNA polymerase binding and polymerization; poliovirus polymerase elongation, fluorescence polarization; hits give low values; % elongation, % (compound at 16.7 µg/mL); 0.66% of 150,000 active; AID 588519; in the data active = % elongation below about 90%; also: some results filed as inactive read as strong as hits
# Target sequence (P03300 1749-2209 limits assumed): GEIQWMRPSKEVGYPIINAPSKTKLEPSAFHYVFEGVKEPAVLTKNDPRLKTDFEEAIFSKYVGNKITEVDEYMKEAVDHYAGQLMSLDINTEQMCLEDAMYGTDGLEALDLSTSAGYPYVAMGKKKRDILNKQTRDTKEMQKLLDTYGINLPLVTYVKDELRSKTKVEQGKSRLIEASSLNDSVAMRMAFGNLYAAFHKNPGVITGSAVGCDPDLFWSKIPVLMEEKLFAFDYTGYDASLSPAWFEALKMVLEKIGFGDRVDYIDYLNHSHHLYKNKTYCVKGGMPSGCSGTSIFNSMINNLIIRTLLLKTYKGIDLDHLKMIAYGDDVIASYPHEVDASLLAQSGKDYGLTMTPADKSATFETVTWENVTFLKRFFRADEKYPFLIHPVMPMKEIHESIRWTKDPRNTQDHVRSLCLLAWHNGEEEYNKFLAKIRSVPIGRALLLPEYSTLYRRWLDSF
# PV pol inh FP z-score: also measured in PV pol inh; calls as there; z-score; measured here: FP z-score; hits read low
# The depositor's hits bear a star. Not all compounds are listed, so the mix of outcomes need not match the whole.
# Under each structure – PV pol inh FP z-score	PV pol inh
> COC(=O)c1cc(Cl)c(NC(=O)/C=C/c2ccc(Cl)cc2Cl)cc1OC
    0.3	104
> CCc1ccc(C2=Nn3c(nnc3-c3cccc(S(=O)(=O)N(CC)CC)c3)SC2)cc1
    -0.9	98
> COc1cccc(C(=O)N(C)C2(c3ccccc3Cl)CCCCC2=O)c1OC (stereo not given)
    -0.7	100
> CC1CC(=O)Nc2ccccc2N1C(=O)CCC(=O)O (stereo not given)
    -0.1	100
> CCn1c(=O)n(CC)c2cc(S(=O)(=O)Nc3ccccc3C)c(C)cc21
    0.6	101
> CN(Cc1nc2cc(-c3ccc(Cl)cc3)sc2c(=O)[nH]1)Cc1ccco1
    -0.4	100
> CCc1ccc(/C=c2\s/c(=C(/C#N)C(=O)C(C)(C)C)n(Cc3ccco3)c2=O)cc1
    0.6	107
> COc1ccc(CC(=O)Nc2c3c(nn2-c2ccc(C)cc2)CSC3)cc1
    -0.3	100
> Cc1cccc(C(C)C)c1NC(=O)c1ccc2c(c1)CCN2S(C)(=O)=O
    1	110
> COC(=O)c1ccc(O)c(Sc2cc(C(=O)OC)ccc2O)c1
    -0.5	100
> Cc1ccc(-c2nc3ccccn3c2Nc2ccc3c(c2)OCO3)cc1
    0.1	109
> COCCCNC(=O)c1ccc(NC(=O)c2nsc3ccccc23)cc1
    1	112
> CCCc1nnc(NC(=O)c2nc(SCC)ncc2Cl)s1
    -0.6	107
> C=CCNCc1ccccc1F
    -0.9	99
> CCC(=O)N(c1nnc(SCc2cc(=O)n3c(C)csc3n2)s1)C1CC1
    -0.4	99
> Cc1ccc(C)c(S(=O)(=O)N(CC(N)=O)C(C)c2ccccc2)c1 (stereo not given)
    0.1	102
> S=c1[nH]cnc2scc(-c3ccc(Cl)cc3)c12
    -1.3	96
> Cc1cc(C(=O)O)c(S(C)(=O)=O)s1
    0	104
> COC(=O)c1cc2occc2n1Cc1ccc(C)cc1
    -0.3	101
> CCNC(=S)Nc1ccc2cn[nH]c2c1
    -0.1	102
> c1ccc(Nc2c(-c3ccco3)nc3ccccn23)cc1
    0.3	102
> CN(CCC#N)c1ncnc2c1oc1ccccc12
    -0.7	99
> c1ccc(COc2ccc(C3SCCS3)cc2)cc1
    -0.5	102
> Clc1ccc(-c2nc(N3CCOCC3)nc3ccccc23)cc1
    0.1	101
> CCOc1ccc(NC(=O)c2c(NCc3ccc(C)o3)sc3c2CCC(C)C3)cc1 (stereo not given)
    -0.2	103
> O=Cc1c(O)n(-c2ccc(Cl)cc2)c(=O)[nH]c1=O
    5.2	157
> CC(=O)N1CCN(CC(=O)Nc2ccc(C#N)c(Cl)c2)CC1
    0.6	108
> Cc1ccc(Nc2c(-c3ccc(C)o3)nc3cccc(C)n23)cc1
    0.9	110
> O=C(/C=C/c1ccco1)Nc1ccc(S(=O)(=O)N2CCc3ccccc32)cc1
    -0.4	101
> COc1ccc(NC(=O)CSc2ccccc2)cc1
    -0.4	97
> CCOc1ccc2oc(=O)cc(CN3CCN(C(=O)c4ccc(F)cc4)CC3)c2c1
    -1.2	100
> COc1ccccc1CNC(=O)/C=C/c1cccc(Br)c1
    -0.9	99
> CC(C)(C)n1ncc2c(=O)n(Cc3ccccc3)cnc21
    -1.4	98
> CCN=C(NCC)SC1CC(=O)N(c2ccccc2)C1=O (stereo not given)
    -0.3	99
> O=C(Cn1nc(C(=O)O)c2ccccc2c1=O)NC1CCCc2ccccc21 (stereo not given)
    0.1	104
> CCC(CO)NC(=O)c1cc2cc(Br)cc(Br)c2o1 (stereo not given)
    -0.2	100
> OCCN1CN=C(Nc2nc3ccccc3o2)NC1
    1	105
> COC(=O)C1=CN(C2CCCC2)C=C(C(=O)OC)C1c1ccc(Cl)cc1
    0.3	101
> CCN1CCN(C(=O)C2c3ccccc3C(=O)N(CC(C)C)C2c2cccs2)CC1 (stereo not given)
    0.6	103
> CCN(CC)c1ccc2c(COC(C)=O)cc(=O)oc2c1
    0	102
> Cc1ccc(C2c3[nH]c4ccccc4c3CCN2C(=O)c2ccc(N(C)C)cc2)cc1 (stereo not given)
    0.7	110
> C1CN(c2nc(N3CCOCC3)nc(N3CCOCC3)n2)CCN1
    0.3	103
> O=C(O)c1cccc(S(=O)(=O)NCc2ccc3c(c2)OCO3)c1
    0.6	108
> CCOC(=O)CCCN1C(=O)CCn2nc(-c3cn(C)c4ccccc34)cc21
    0.6	109
> Cc1cc2ccccc2n1CCCN
    -0.7	100
> Nc1cc(N)nc(SCC(=O)N(Cc2cccs2)c2ccc3c(c2)OCCO3)n1
    -0.2	108
> Cc1cccc(C(=O)NCc2nc3ccccc3[nH]2)c1
    0.5	102
> Nc1ccc(Cc2nc3cc4ccccc4cc3[nH]2)cc1
    -0.1	101
> COc1ccc2oc(=O)cc(-c3cc4cccc(OC)c4o3)c2c1
    0.9	105
> N#C/C(=C(/O)CN1C(=O)c2ccccc2C1=O)c1nc2ccccc2[nH]1
    0.5	104
> O=C1N2c3ccccc3CCc3cccc(c32)C1(O)C(F)(F)F (stereo not given)
    0	100
> COc1cccc(-n2nnc3c(sc4nc(C)cc(C)c43)c2=O)c1
    -0.7	105
> CCOc1ccc(-c2nnn(CCC#N)n2)cc1OC
    -0.9	100
> Cc1ccc(S(=O)(=O)C(C)(C)C)s1
    -0.1	100
> CC(=O)c1cccc(NC(=O)c2nc(-c3ccccc3)n(-c3cccc(C)c3)n2)c1
    -0.1	107
> Cc1cc(=O)c2c(ccc3ccccc32)[nH]1
    -0.6	99
> CCc1nc2nc(C)cc(Nc3cc(Cl)ccc3C)n2n1
    -1.1	101
> CCOC(=O)/C(C#N)=C(\C)C1CC1
    -0.3	100
> Cc1nn(-c2ccccc2)c(-n2cccc2)c1C(=O)NCCCN1CCN(c2ccccc2F)CC1
    -0.1	107
> O=C1CC(=O)N2N=C(c3ccccc3)SC2=N1
    1	106

# (further entries)
# Under each structure – PV pol inh FP z-score	PV pol inh
> CC(C)C(NC(=O)Cn1c(=O)oc2ccccc21)c1nc2ccccc2[nH]1 (stereo not given)
    0.2	104
> c1cc(CN2CCNCC2)cs1
    0	102
> Oc1ccc(-c2[nH]ncc2-c2cnn(-c3ccccc3)c2)c(O)c1
    -0.4	101
> CCC1S/C(=N\C(=O)Nc2ccc(Cl)c(Cl)c2)NC1=O (stereo not given)
    0.2	101
> NC(=S)/N=C1\CCCCC1=C1CCCCC1
    0.2	102
> CC(C)CCNC(=O)C1CCN(Cc2ccccc2O)CC1
    1.3	106
> O=C(/C=C/c1ccc(OC(F)F)cc1)Oc1ccc(-n2cnnn2)cc1
    0.6	107
> COc1ccccc1NC(=O)c1noc2ncn(C)c(=O)c12
    -1	100
> O=C(NCc1ccco1)c1ccccc1SCc1ccc(F)cc1
    0.3	105
> COCCn1c(SC(C)C(N)=O)nc2ccccc21 (stereo not given)
    0.9	107
> COc1cccc(NC(=S)Nc2ccc3nc4n(c(=O)c3c2)CCCCC4)c1
    -1	100
> Cc1ccc(C)n1-c1ccsc1C(=O)NN
    0.1	102
> CC(C)(C)NC(=O)NCC1COC2(CCCCC2)O1 (stereo not given)
    0.2	104
> Cc1ccc(S(=O)(=O)NCCN2CCOCC2)cc1-c1nnc2c3ccccc3c(C)nn12
    -0.3	99
> COc1cc(C(=O)NCC(c2ccco2)S(=O)(=O)c2ccccc2)cc(OC)c1OC (stereo not given)
    0.6	110
> CCCCn1nc(NC(=O)c2cccc(Cl)c2)c2cc3cccc(C)c3nc21
    0.4	120
> Cn1c2c(c(=O)n(C)c1=O)CN(Cc1ccccc1)CN2
    0.1	100
> CC(C)n1ncc2c(C(=O)NCC3COc4ccccc4O3)cc(C3CC3)nc21 (stereo not given)
    0.4	107
> CCOc1ccc(OC(=O)c2sc3ncn(Cc4cccc(F)c4)c(=O)c3c2C)cc1
    0.4	107
> Cc1ccc2c(c1)c(-c1ccccc1)c(-c1ccccc1)n2CC(O)Cn1c(C)cc(C)nc1=O (stereo not given)
    0.1	101
> O=C(CCc1cn(Cc2ccccc2Cl)c2ccccc12)NC1CCCCC1
    0.5	109
> COc1ccc(-c2ccc(CCC(=O)O)o2)cc1
    0.1	104
> CCN(CC)C(=O)c1ccc(I)cc1
    0	100
> CCSC1=C(C#N)C(=O)NC(c2ccc(OC)cc2)S1 (stereo not given)
    -0.3	100
> O=C1Nc2ccccc2C12CC(c1ccc(F)c(Cl)c1)=NN2 (stereo not given)
    -0.7	95
> CC(=O)c1ccc(NS(=O)(=O)c2ccc3[nH]c4c(c3c2)CCCC4)cc1
    0.7	109
> Brc1ccc2nc(CSc3nnc4ccccn34)cn2c1
    -0.2	100
> O=C(NCCC1=CCCCC1)Nc1noc2c1COc1ccccc1-2
    0.7	103
> O=C(c1cn(CCOc2ccccc2)c2ccccc12)C1CC1
    0.5	107
> COCCN1C(=O)c2ccccc2C(C(=O)N2CCN(c3ccccc3)CC2)C1c1c[nH]c2ccccc12 (stereo not given)
    0.2	102
> COc1ccc(S(=O)(=O)c2c(Nc3c(C)cccc3C)sc(C(=O)c3ccc(F)cc3)c2N)cc1
    -0.6	103
> Cc1ccc(C(=O)OCc2ccc(C#N)cc2)c(O)c1
    0.2	104
> c1ccc(-c2nsc(NC3Cc4ccccc4C3)n2)cc1
    -0.8	99
> Cc1cc(C)nc(N2CCC(C(O)(c3ccccc3)c3ccccc3)CC2)n1
    -0.4	101
> CCCn1c(=O)n(C)c(=O)c2c3oc(=O)c(NC(=O)c4ccccc4)cc3[nH]c21
    2.8	124
> Cc1cc(C)cc(OCC(=O)Nc2ccc(S(=O)(=O)Nc3onc(C)c3C)cc2)c1
    -0.7	98
> O=C(Nc1ccc(OC(F)(F)F)cc1)C1CCN(S(=O)(=O)c2cccs2)CC1
    -0.2	102
> COc1ccc(N=Cc2cn(-c3ccccc3)nc2-c2ccccc2)cc1
    0	101
> O=C1NC(=O)N(CCC2=CCCCC2)C(=O)/C1=C/c1cnc(-c2ccccc2)nc1
    -0.2	100
> CC(C)c1ccc(OCC(=O)N2CCCc3ccccc32)cc1
    0.6	102
> O=C1CCc2cc(OCc3ccc(Cl)cc3)ccc2O1
    0.4	103
> Brc1ccc2c(c1)CNc1cccnc1O2
    -0.1	101
> O=C(Cn1cnc2ccccc2c1=O)NCCC(=O)N1CCN(Cc2ccccc2)CC1
    -0.8	100
> Cc1ccc(C(=O)OCc2ccccc2)cc1NC(=O)c1ccco1
    -0.4	101
> CC(C)=N/N=C(\N)SCc1ccccc1
    -0.5	94
> Cc1cc(=O)[nH]c(SCc2cn3c(C)cc(C)nc3n2)n1
    0.5	105
> O=C(NCc1ccco1)c1ccc2c(=O)n(C3CCCCC3)c(SCc3cccc(F)c3)nc2c1
    -0.6	100
> Cc1ccc2nc(COC(=O)Cn3[nH]c(=O)c4ccccc4c3=O)cc(=O)n2c1
    -0.2	99
> Cc1cc(C)cc(NC(=O)C2CCN(S(=O)(=O)c3cccc4nonc34)CC2)c1
    1.3	114
> CCCN1CCN(c2ncnc3sc(C(=O)Nc4ccc(OC(F)(F)F)cc4)c(C)c23)CC1
    1.3	112
> O=C(Cn1c(=O)n(Cc2ccc(C(=O)NCc3ccc4c(c3)OCO4)cc2)c(=O)c2ccccc21)Nc1cccc(Cl)c1
    -0.2	105
> CCNC(=O)N(Cc1ccc(Cl)cc1)Cc1cccnc1
    -1	98
> CCc1ccc(NC(=O)c2cc(=O)n3c(nc4ccccc43)s2)cc1
    0	102
> Cc1ccc(Cl)cc1NC(=O)C(C)n1nnc2sc(-c3ccccc3)cc2c1=O (stereo not given)
    -6.8*	65*
> Cc1ccc2c(=O)cc(C(=O)Nc3sc4c(c3C(=O)NCC3CCCO3)CCC4)oc2c1 (stereo not given)
    -0.5	105
> Cc1cc(Nc2cccc(Cl)c2)nc2ccc(NC(=O)COc3ccc(Cl)cc3)cc12
    0.7	109
> COc1ccc(C2c3sc(=S)[nH]c3SC3C4CCC(C4)C23)cc1 (stereo not given)
    -0.1	103
> O=C(Nc1cccc(Cl)c1)Nc1nncs1
    -0.3	99
> O=c1ccc2c(c1)oc1c(-c3ccccc3)c3ccccc3[nH]c12
    0.2	103
> C=CCNC(=O)c1c(N)n(-c2ccccc2)c2nc3ccccc3nc12
    -0.1	101

# The last four records of the part before are carried over, then new ones follow:
# Under each structure – PV pol inh FP z-score	PV pol inh
> COc1ccc(C2c3sc(=S)[nH]c3SC3C4CCC(C4)C23)cc1 (stereo not given)
    -0.1	103
> O=C(Nc1cccc(Cl)c1)Nc1nncs1
    -0.3	99
> O=c1ccc2c(c1)oc1c(-c3ccccc3)c3ccccc3[nH]c12
    0.2	103
> C=CCNC(=O)c1c(N)n(-c2ccccc2)c2nc3ccccc3nc12
    -0.1	101
> CCn1c(O)c(/C=C/c2nc3ccccc3n2CC)sc1=S
    1.1	107
> COc1cccc(C(=O)Nc2cc(-c3cn4cccnc4n3)ccc2C)c1OC
    -1.6	101
> CCN=c1sc(C2=c3ccccc3=NC2=O)c(O)n1CC
    0.3	103
> Cc1ccc(CN2N=NC3C(=O)NC(=O)C32)cc1 (stereo not given)
    0.2	102
> CN(C)S(=O)(=O)c1ccc(N2CCCC2)c(C(=O)OCc2ncc(-c3ccccc3)o2)c1
    -0.1	101
> CCOC(=O)c1c(F)c(F)c(S(C)(=O)=O)c(F)c1F
    0.2	107
> N#Cc1cc(C(=O)c2cc(Br)ccc2O)cn(-c2ccccc2F)c1=O
    3.1	114
> CCN(C(=O)Cn1cnc(S(=O)(=O)N2CCOCC2)c1)c1cccc(C)c1
    0.7	102
> COCCCNC(=O)c1ccc(Cn2c(=O)c3ccccc3n(CC(N)=O)c2=O)cc1
    -0.8	105
> COc1ccc(S(=O)(=O)n2nc(C)c(S(=O)(=O)N3CCCCCC3)c2C)cc1OC
    -0.1	106

# 3 entries drawn at random from those above, as already listed:
# Under each structure – PV pol inh FP z-score	PV pol inh
> CCN(C(=O)Cn1cnc(S(=O)(=O)N2CCOCC2)c1)c1cccc(C)c1
    0.7	102
> COc1ccc(S(=O)(=O)n2nc(C)c(S(=O)(=O)N3CCCCCC3)c2C)cc1OC
    -0.1	106
> COCCCNC(=O)c1ccc(Cn2c(=O)c3ccccc3n(CC(N)=O)c2=O)cc1
    -0.8	105
